Screening data (PubChem BioAssay)
MKP-3 inhibition: MKP-3 phosphatase inhibitors, primary screen, biochemical, rat enzyme, in vitro (AID 425); Dual specificity protein phosphatase 6 (Rattus norvegicus); recombinant MKP-3 phosphatase activity, fluorescence; higher % means a stronger effect; inhibition, % at 20 µM, or IC50 in µM where a hit was titrated; 0.17% of 110,000 active; in the data active = inhibition above about 50%;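 note: plate controls were vehicle for no effect and reference inhibitor for full effect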
Hsp70 inhibitors: Hsp70 inhibitors, probe displacement, primary screen, biochemical, fluorescence polarization (AID 583). Hsp70 fluorescence polarization probe displacement, mP; higher % means a stronger effect. displacement, % at 20 µM, or IC50 in µM where a hit was titrated. 0.06% of 140,000 active; in the data active = displacement above about 50%;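 note: plate controls were vehicle for no effect and reference ligand for full effect; a part of the inactive calls stands beside numbers as strong as those of hits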
* marks the source's active call; other numbers are inactive results; / = not tested or not shown.

Molecule	MKP-3 inhibition	Hsp70 inhibitors
Cc1cc(/N=C/N(C)C)on1	1%	3.6%
O=C(CSc1nnc(CNc2ccc(F)cc2)n1Cc1ccccc1)NCc1ccco1	-8%	2.9%
CCc1nnc(NC(=O)CSc2ncc(-c3ccccc3)n2C)s1	0%	1.4%
CC(=O)NS(=O)(=O)c1ccc(NC(=O)c2cccc(C)c2)cc1	0%	10%
Cc1ccc(N(C)C(=O)N2CCN(S(=O)(=O)c3c(C)cc(C)cc3C)CC2)cc1	/	1.2%
N#Cc1ccsc1NC(=O)CSc1ncnc2ccccc12	5%	1.6%
CCCOc1ccc(C(=O)Nc2ccc(N(C)C)cc2)cc1	-2%	4.5%
O=C(Nc1ccccc1C(=O)N1CCOCC1)C1CC(=O)N(C2CCCC2)C1 (stereo not drawn)	-16%	3.1%
CC(C)CC(=O)Nc1cccc(Cl)c1Cl	1%	0.5%
Cn1c(=O)cc(SCC(=O)NCCN2CCN(c3ccccc3F)CC2)c2cc(Cl)ccc21	5%	4.4%
Cc1[nH]c2ccccc2c1/C=C(\C#N)C(=O)NCc1ccco1	1%	4.6%
CCCCNC(=O)c1c(N)n(/N=C/c2cccnc2)c2nc3ccccc3nc12	6%	2.6%
COc1ccc(OCc2nn3c(Cn4cnc5ccccc54)nnc3s2)cc1	-4%	3.9%
O=C(Nc1ccc(-c2nnco2)cc1)c1ccccc1	5%	2.9%
COc1ccccc1NC(=O)CC1S/C(=N\N=C2/CCCc3ccccc32)NC1=O (stereo not drawn)	1%	1.1%
CCn1c(CNc2ccc(F)cc2)nnc1SCCN1CCCCC1	-9%	-2.5%
Fc1ccccc1-c1nc(N2CCCCC2)c2ccccc2n1	-1%	-4.7%
CCOC(=O)C(C)Oc1ccc(C2NC(=O)NC(C)=C2C(C)=O)cc1Br (stereo not drawn)	-7%	2.8%
CCOC(=O)N1CCN(C(=O)CCn2nc(-c3ccccc3)ccc2=O)CC1	2%	-4.5%
O=C(c1cnccn1)N1CCN(C/C=C/c2ccccc2)CC1	0%	0.7%
CCN(Cc1ccccc1)C(=O)c1cccc([N+](=O)[O-])c1	2%	5.9%
Cc1nc2cc(-c3ccccc3)[nH]n2c(=O)c1Cl	-5%	4.4%
COC(=O)c1cnn2c(C(F)(F)F)cc(-c3ccc4c(c3)OCO4)nc12	-2%	2.0%
O=[N+]([O-])c1cc(Cl)ccc1NCCNS(=O)(=O)c1ccc(Cl)cc1	0%	-2.7%
COCCN1C(=O)c2cccc3cccc(c23)C1=O	2%	/
COc1cccc(C(=O)N2CCN(Cc3ccccn3)CC2)c1	3%	-0.9%
Cc1nc(-c2cccc(N)c2)cs1	-1%	1.8%
CCn1c(SCc2nnc(-c3ccccc3)o2)nnc1-c1ccc(S(=O)(=O)N2CCCC2)cc1	-5%	2.7%
CCc1ccccc1NC(=O)COc1ccc(Br)cc1	1%	1.5%
CC1=C(C(=O)N2CCCCC2)C2(CCC(C)CC2)OC1=O (stereo not drawn)	-1%	2.9%

Structures above with a furan ring, fused or not (two):
Molecule	MKP-3 inhibition	Hsp70 inhibitors
O=C(CSc1nnc(CNc2ccc(F)cc2)n1Cc1ccccc1)NCc1ccco1	-8%	2.9%
Cc1[nH]c2ccccc2c1/C=C(\C#N)C(=O)NCc1ccco1	1%	4.6%

Other records.
Molecule	MKP-3 inhibition	Hsp70 inhibitors
CCOc1ccc2nc(NC(=O)COC)sc2c1	-3%	-1.0%
CCC(C(=O)NCCc1ccc(OC)c(OC)c1)c1ccccc1 (stereo not drawn)	0%	-1.7%
CC(=O)NCCn1ccc2ccccc21	-3%	4.1%
COc1ccc(-c2nc(-c3ccccc3)c(-c3cc([N+](=O)[O-])ccc3C)[nH]2)cc1O	/	6.4%
CCN(CC)S(=O)(=O)c1ccc(N2CCCC2)c(C(=O)OCC(=O)/C(C#N)=C(\C)N)c1	1%	3.1%
CCN(CC)C1=C/C(=N/S(=O)(=O)c2ccccc2)c2ccccc2C1=O	24%	6.4%
COC(=O)c1cc2occc2n1Cc1c(F)cccc1Cl	3%	-2.1%
COCCCNC(=O)CSc1nc2ccccc2c(=O)n1CCCC(=O)NCC1CCCO1 (stereo not drawn)	0%	-1.9%
c1ccc(-c2c(-c3ccccc3)n(Cc3ccco3)c3ncnc(NCCCn4ccnc4)c23)cc1	/	0.1%
Cc1ccc(C)c(N2CC(=O)N(c3cc(C)ccc3C)CC2=O)c1	-12%	-0.8%
O=C1NN(c2ccccc2)C(=O)/C1=C/c1cccn1-c1ccc([N+](=O)[O-])cc1	14%	9.3%
COc1ccc(-c2nc(CSCC(=O)NC3CCCc4ccccc43)c(C)o2)cc1OC (stereo not drawn)	/	-1.4%
CN(C)c1ccc(C2NCCS2)cc1 (stereo not drawn)	-3%	/
O=C(c1ccccc1Cl)N1CCC(c2nc3c(nnn3Cc3ccco3)c(=O)[nH]2)CC1	-1%	2.3%
CCc1ccc(N(C(=O)c2csnn2)C(C(=O)NCc2ccccc2)c2ccco2)cc1 (stereo not drawn)	/	-6.8%
Nc1ccc(C(=O)/C=C/c2ccc(F)cc2)cc1	5%	-28%
Cc1ccc(N(Cc2c(O)ccc3ccccc23)C(=O)c2ccco2)cc1	3%	-5.6%
CCCN1CCN(C(=O)Cn2c(=O)oc3cc(S(=O)(=O)NCc4ccccc4)ccc32)CC1	-3%	/
O=C(Nc1ccc(Br)cc1)/C(=C/c1cccc([N+](=O)[O-])c1)NC(=O)c1cccs1	-2%	3.8%
COCCN1C(=O)C(=O)/C(=C(/O)c2ccccc2)C1c1ccccc1F (stereo not drawn)	3%	-0.9%
CCn1c(=NC(=O)CN2C(=O)CCC2=O)sc2c(OC)ccc(OC)c21	2%	-0.9%
COC(=O)c1ccc(NC(=O)CN(C)S(=O)(=O)c2ccc(OC)c(C)c2)cc1	-18%	0.8%
CNS(=O)(=O)c1cccc(C(=O)OC2CCCCC2=O)c1 (stereo not drawn)	-1%	-0.6%
Cc1cc(C)n(-c2nc3ccccc3nc2N2CCN(C(=O)c3ccccc3)CC2)n1	-6%	2.2%
COc1ccc(C(=O)Nc2ccncc2)cc1OC	-13%	/
CCN1C(=O)/C(=C/c2cccs2)N(C)C1=S	/	3.1%
CCSc1ccccc1C(=O)NCc1ccc2c(c1)OCO2	-4%	-1.3%
COc1ccc2nc(SCC(=O)NC(C)(C)C)[nH]c2c1	5%	14%
C=CCN1C(=Nc2cccnc2)SCC1(O)c1ccc(C)cc1 (stereo not drawn)	2%	-2.6%
COc1nccnc1NS(=O)(=O)c1ccc(NC(=O)c2ccc(Br)cc2)cc1	-4%	1.1%

(list continues)
Molecule	MKP-3 inhibition	Hsp70 inhibitors
CSc1ncccc1C(=O)OCC(=O)c1cc2ccccc2o1	-5%	1.0%
C=C(C)CSc1nnc(-c2cccc(Cl)c2)n1N	3%	-5.5%
CCn1c2ccccc2c2nnc(SCC(=O)OCN3C(=O)c4ccccc4C3=O)nc21	-5%	-4.1%
O=C(NCCCN1CCN(c2ccccc2F)CC1)C1CCN(S(=O)(=O)c2cccs2)CC1	-10%	-2.7%
COc1ccccc1NC(=O)C(Cc1ccccc1)NS(=O)(=O)c1ccc(C)cc1 (stereo not drawn)	-1%	-3.9%
CSc1ccc(/C=C2\C(=O)NC(=O)N(c3ccc(Br)c(C)c3)C2=O)cc1	2%	0.9%
NC(=O)CSC1=Nc2ccccc2C2=NC(CCC(=O)NCc3ccc(F)cc3)C(=O)N12 (stereo not drawn)	6%	3.6%
C=CC[n+]1c(-c2ccc(C)cc2)csc1NNC(=O)Nc1ccccc1	/	6.2%
O=C(NCc1ccccn1)C1CCN(S(=O)(=O)N2CCC3(CC2)OCCO3)CC1	/	4.6%
O=C(c1cccc(Br)c1)N1CCN(C(=O)N2CCCCC2)CC1	-4%	-0.8%

Compounds listed so far that have an aryl methoxy group:
Molecule	MKP-3 inhibition	Hsp70 inhibitors
COc1ccc(OCc2nn3c(Cn4cnc5ccccc54)nnc3s2)cc1	-4%	3.9%
COc1ccccc1NC(=O)CC1S/C(=N\N=C2/CCCc3ccccc32)NC1=O (stereo not drawn)	1%	1.1%
COc1cccc(C(=O)N2CCN(Cc3ccccn3)CC2)c1	3%	-0.9%
CCC(C(=O)NCCc1ccc(OC)c(OC)c1)c1ccccc1 (stereo not drawn)	0%	-1.7%
COc1ccc(-c2nc(-c3ccccc3)c(-c3cc([N+](=O)[O-])ccc3C)[nH]2)cc1O	/	6.4%
COc1ccc(-c2nc(CSCC(=O)NC3CCCc4ccccc43)c(C)o2)cc1OC (stereo not drawn)	/	-1.4%
CCn1c(=NC(=O)CN2C(=O)CCC2=O)sc2c(OC)ccc(OC)c21	2%	-0.9%
COC(=O)c1ccc(NC(=O)CN(C)S(=O)(=O)c2ccc(OC)c(C)c2)cc1	-18%	0.8%
COc1ccc(C(=O)Nc2ccncc2)cc1OC	-13%	/
COc1ccc2nc(SCC(=O)NC(C)(C)C)[nH]c2c1	5%	14%
COc1nccnc1NS(=O)(=O)c1ccc(NC(=O)c2ccc(Br)cc2)cc1	-4%	1.1%
COc1ccccc1NC(=O)C(Cc1ccccc1)NS(=O)(=O)c1ccc(C)cc1 (stereo not drawn)	-1%	-3.9%

Not all compounds are listed, so the mix of outcomes need not match the whole.
